proKLK7 act: activates the human kallikrein-7 zymogen. P49862. purified proKLK7, EDANS-DABCYL substrate fluorescence; 100% is mature enzyme control, 0% vehicle. activation, % at 7 µM. 370,000 compounds, 0.9% hits. AID 652039;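 active = activation above the mean of all tested compounds plus 3 SD, computed per campaign excluding outliers beyond control limits, cut at about 13% in these data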
Target sequence (P49862 whole entry, looked up): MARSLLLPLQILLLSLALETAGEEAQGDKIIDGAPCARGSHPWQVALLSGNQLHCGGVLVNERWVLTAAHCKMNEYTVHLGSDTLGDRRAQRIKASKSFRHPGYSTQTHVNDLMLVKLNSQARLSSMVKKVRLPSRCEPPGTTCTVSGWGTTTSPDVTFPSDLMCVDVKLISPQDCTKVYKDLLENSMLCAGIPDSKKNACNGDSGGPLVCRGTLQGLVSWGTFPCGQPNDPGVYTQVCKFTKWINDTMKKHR
ADAM17 inh: inhibitors of human ADAM17. 370,000 compounds, 0.83% hits. inhibition, % at 6.95 µM. recombinant ADAM17, EDANS/DABCYL FRET peptide cleavage. P78536;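 active = inhibition above the mean of compounds lying between control limits plus 3 SD, set per campaign, cut at about 8.5% in these data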;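 also: 0% = DMSO-only wells as the low control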
PLCb3 inh: PLC-beta3 (human) inhibition, primary screen; Q01970; Purified PLC-beta3, fluorogenic substrate, fluorescence; 370,000 compounds, 0.18% hits; inhibition, % at 12.2 µM; in the data active = inhibition above about 11%;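 also: 0% = median of compound wells on plate and 100% = full blocker control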
MBD2 DNA inh: inhibitors of human MBD2 binding to methylated oligonucleotide. Q9UBB5. TR-FRET. inhibition, % at 4.4 µM. 370,000 compounds, 0.31% hits; in the data active = inhibition above about 13%
Tn7 DDE FP: DD(E)-Tn7 binding inhibition, primary FP screen. AID 720508. inhibition, % at 8.3 µM. 370,000 compounds, 0.13% hits. FP displacement of FITC-Tn7 peptide from fibrin DD(E); 0% = median of compound wells per plate. P02675;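 active = inhibition above the mean of compounds falling within the control limits plus 3 SD of them, cut at about 14% in these data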;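 also: 0% = plate median of compound wells and 100% = 10 µM Aha-Tn7 peptide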
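Assay system: Fibrin-DD(E) protein isolated from polymerized human fibrin clots; read-out basis: percent inhibition; medium: Tris/NaCl/CaCl2 buffer, pH 7.8; signal: FP measurement; incubation: 10 min plus 3 h, room temperature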
ARFGAP1 inh: rat ARFGAP1 inhibition; AID 651572; Arfgap1-stimulated ARF1 GTP hydrolysis, GDP FP detection; 360,000 compounds, 0.26% hits; inhibition, % at 16.5 µM;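 active = inhibition above a per-plate limit, mean inhibition of low control wells plus 3 SD, cut at about 25% in these data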;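 also: 0% = DMSO wells with enzyme and 100% = wells lacking Arfgap1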
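Material: rat Arfgap1 GAP domain (His6, aa 1-136), purified enzyme. Also added: human ARF1(Δ1-17)-GTP substrate. Compound dosing: 16.5 µM single point, 1.26% DMSO. Timing: enzyme reaction 120 min at 25 °C after 20 min preincubation. Signal: GDP detection by fluorescence polarization. Read-out basis: percent inhibition of GAP-stimulated GDP formation, scaled between DMSO and no-Arfgap1 medians.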
UHRF1 binding: blocks human UHRF1 binding to methylated DNA; Q96T88; UHRF1 binding to methylated oligo, TR-FRET; inhibition, % at 4.4 µM; 370,000 compounds, 0.75% hits; AID 687016; in the data active = inhibition above about 21%;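 also: UHRF1 SRA domain binding a hemimethylated CpG hairpin DNA probe; 0% = median of test compound wells and 100% = reference inhibitor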
Target sequence (Q96T88 whole entry, looked up, the tested form may be a part): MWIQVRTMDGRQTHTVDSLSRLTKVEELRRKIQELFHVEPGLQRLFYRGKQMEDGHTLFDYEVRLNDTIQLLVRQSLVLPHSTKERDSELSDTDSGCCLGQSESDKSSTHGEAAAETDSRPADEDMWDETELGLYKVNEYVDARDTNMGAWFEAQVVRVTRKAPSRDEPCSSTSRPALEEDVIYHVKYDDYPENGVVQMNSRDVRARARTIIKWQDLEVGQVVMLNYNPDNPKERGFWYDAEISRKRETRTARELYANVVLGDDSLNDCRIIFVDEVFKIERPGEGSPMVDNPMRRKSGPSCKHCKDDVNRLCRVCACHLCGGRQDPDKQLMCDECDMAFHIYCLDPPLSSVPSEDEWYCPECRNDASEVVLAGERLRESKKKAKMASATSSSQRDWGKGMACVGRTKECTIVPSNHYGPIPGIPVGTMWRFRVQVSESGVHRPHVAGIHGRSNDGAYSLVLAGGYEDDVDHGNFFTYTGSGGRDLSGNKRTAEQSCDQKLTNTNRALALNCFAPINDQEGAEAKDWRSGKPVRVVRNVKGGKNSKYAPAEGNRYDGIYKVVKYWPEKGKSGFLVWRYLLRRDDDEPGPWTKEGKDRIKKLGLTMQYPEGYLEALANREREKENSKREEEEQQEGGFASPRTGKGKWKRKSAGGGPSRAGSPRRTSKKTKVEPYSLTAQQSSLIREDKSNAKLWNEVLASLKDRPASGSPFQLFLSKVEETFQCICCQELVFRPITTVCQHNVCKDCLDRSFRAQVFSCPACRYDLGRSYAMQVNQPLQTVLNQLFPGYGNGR
DDE Tn6 FP inh: inhibitors of Tn6 peptide binding to human fibrin DD(E); Fibrin DD(E) TRITC-Tn6 fluorescence polarization displacement; 370,000 compounds, 0.21% hits; P02675; inhibition, % at 8.3 µM;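 active = inhibition above a per-campaign cutoff: mean of compounds within control limits plus 3 SD, cut at about 15% in these data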;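 also: 0% = median of all compound wells on the plate and 100% = blocking peptide control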
PLCg1 inh: PLC-gamma1 (human) inhibition, primary screen; P19174; purified PLC-gamma1, fluorogenic substrate, fluorescence; inhibition, % at 12.2 µM; 370,000 compounds, 0.84% hits; in the data active = inhibition above about 9.5%
ASAP1 inh: ASAP1 ArfGAP inhibition. ASAP1-stimulated ARF1 GTP hydrolysis, GDP FP detection. 360,000 compounds, 0.19% hits. inhibition, % at 16.5 µM. AID 624377; in the data active = inhibition above about 25%;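 also: 0% = vehicle with enzyme and substrate and 100% = no enzyme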
Numbers without * were called inactive; i = inactive; · = no result given. Outcome played no part in choosing rows. About 4.1% of those tested had a hit in this group.

The line under a structure holds: proKLK7 act	ADAM17 inh	PLCb3 inh	MBD2 DNA inh	Tn7 DDE FP	ARFGAP1 inh	UHRF1 binding	DDE Tn6 FP inh	PLCg1 inh	ASAP1 inh
> COc1cc(C(=O)NNC(=O)CSc2nnc3ccccn23)cc(OC)c1OC
→ 0.0	-4	-6	-1	-6	6	-1	-16	2	12
> CCn1c2ccccc2c2cc(NC(=O)COC(=O)c3cccc(OC)c3)ccc21
→ 0.1	1	1	2	-7	·	0	3	0	·
> COCC(=O)Nc1nc2n(n1)C(c1ccccc1)CC(c1ccc(OC)cc1)N2 (stereo not given)
→ 1.6	-496	i	0	-1	4	2	-3	i	0
> COc1ccc(C(CNC(=O)CNC(=O)c2cccc(C)c2)N2CCOCC2)cc1 (stereo not given)
→ -0.6	-1	4	-2	-4	1	-1	-1	3	-5
> COc1ccc(CC(=O)NN2C(=O)c3ccccc3C2=O)cc1
→ -0.7	-1	-2	1	1	1	-2	6	0	7
> CCn1c(SCC(=O)Nc2cc(C)on2)nnc1-c1ccccc1
→ 0.4	-1	-2	-1	4	7	13	4	0	3
> O=C(Nc1ccc(CN2CCOCC2)cc1)c1cc2ccccn2n1
→ 0.1	3	1	-3	-2	-12	1	0	-2	4
> CCCCn1c(CNC(C)=O)nc2ccccc21
→ 0.5	0	1	-3	6	-12	0	5	0	-5
> Cc1cccc(-c2nnc(-c3cccc(NC(=O)Cc4cccs4)c3)o2)c1
→ -0.1	-1	-1	0	-5	-1	0	3	-3	2
> O=C(NCCN1CCOCC1)c1ccccc1Cl
→ 0.4	-3	-3	1	0	-6	-1	0	3	-8
> Cc1cc(Br)ccc1OCCCCN1CCC(C)CC1
→ 0.1	-2	3	-2	-3	6	0	1	3	-2
> COC(=O)[C@]12C[C@H](CC(=O)NCCC(C)C)C(=O)N(Cc3ccc(Cl)cc3Cl)C1=C[C@H](C1CCCC1)O[C@@H]2C
→ -0.2	5	1	-11	-9	·	0	-6	11*	·
> CCCOc1ccc(N2C(=O)CC(SCC(N)C(=O)OCC)C2=O)cc1 (stereo not given)
→ 0.4	-3	-1	2	6	-4	0	0	0	-2
> C=CCN1C(=O)/C(=C\C=C2\N(C)c3ccccc3C2(C)C)SC1=S
→ 0.1	-1	-1	-2	-1	-1	0	5	-3	-7
> CC(C)[C@H](NC(=O)c1ccccc1F)C(=O)NNC(=O)c1cccs1
→ -0.1	3	4	-5	1	3	2	-13	9	-6
> CCOP(=O)(c1ccc(N(C)C)cc1)C(O)c1ccccc1OC (stereo not given)
→ 0.0	2	1	-4	8	13	-2	12	4	5
> COc1cccc(CNS(=O)(=O)c2ccc3c(c2)CCN3C(=O)C2CC2)c1
→ 0.4	-4	-2	2	-5	-3	5	-4	-1	-2
> CCC(Oc1ccc(F)cc1)C(=O)N1CCCCCCC1 (stereo not given)
→ 0.8	-1	-7	0	-1	-9	2	-2	1	-2
> Cc1cc(C)nc(NS(=O)(=O)c2ccc(N=NN(C)C)cc2)n1
→ -0.5	-4	-63	3	-3	-5	1	-5	-1	9
> CCc1ccc(NC(=O)CCc2nnc3ccc(N4CCCC4)nn23)cc1
→ 0.0	-2	-8	-1	2	-2	-1	1	0	-2
> O=S1(=O)CCO[C@H]2Cc3ccccc3[C@H]2N1Cc1cccc(Cl)c1
→ 0.1	1	-3	2	3	4	7	-3	2	10
> CC1(C)CC2C1CCC1(O)CC2(C)CCC1N(O)c1ccc(C(=O)NCCO)cn1 (stereo not given)
→ 0.4	-2	-4	1	-9	6	2	4	1	-4
> COc1cccc(OC)c1CN(C)C(=O)c1cnccc1C(F)(F)F
→ 0.0	4	-1	-4	-1	-3	1	-6	4	-4
> COCc1ccc(C(=O)Nc2ccc(C(=O)O)cc2)o1
→ 0.6	0	-3	-4	2	-11	5	5	5	3
> Nc1nnc(SCc2ccc(Cl)cc2)s1
→ 0.0	0	1	-9	10	-10	3	-7	0	-3
> CCCC(=O)c1c(C)c2ccccc2n1C
→ -1.0	2	3	-3	-3	-11	-1	0	5	3
> Cc1ccn2c(=O)c(NC(=O)c3ccc(Br)o3)c(C)nc2c1
→ 0.0	6	-12	-7	-4	-5	0	-2	-6	-7
> O=C1CCC(c2ccccc2)N1c1ccccc1 (stereo not given)
→ -0.5	6	1	0	-5	-4	2	1	5	6
> Cc1ccccc1CN(c1ccc(C(=O)NCCC2=CCCCC2)cc1)S(C)(=O)=O
→ 0.5	4	2	-1	0	-10	1	7	-2	-15
> Cc1ccc(OCC(O)CN2CCN(Cc3ccc4c(c3)OCO4)CC2)cc1C (stereo not given)
→ 0.1	2	3	1	-1	4	0	-1	-1	-14
> CCCNNC(=O)C(O)(c1cccc(C)c1)c1cccc(C)c1
→ 0.2	-1	2	-1	4	-7	-2	3	-1	6
> Cc1c(C)c2c(C)nn(-c3ccccc3)c2[nH]c1=O
→ -0.2	-6	-4	0	-4	6	1	-18	3	5
> Cc1ccc(Cn2nc(C)c(NC(=O)CCCn3nc([N+](=O)[O-])c(Cl)c3C)c2C)cc1
→ -0.3	2	3	0	2	5	-1	-2	4	-1
> COc1ccc(S(=O)(=O)NCC(=O)Nc2ccc3c(c2)OCCO3)cc1OC
→ -0.3	-3	-6	2	3	6	2	-8	0	-2
> COc1ccc(OC)c(NC(=O)CC2Oc3ccccc3NC2=O)c1 (stereo not given)
→ 0.1	-4	-7	4	-4	-5	1	-5	0	8
> O=C(Oc1ccccc1)c1ccccc1OS(=O)(=O)c1ccccc1
→ 0.1	2	-6	2	-2	0	3	1	1	13
> COC(=O)C(C)Sc1nnc(Cc2cc(=O)[nH]c(=O)[nH]2)n1-c1cccc(OC)c1 (stereo not given)
→ 0.1	-1	1	2	-4	-3	0	-1	2	2
> O=C(NCCCN1CCOCC1)C(=O)N/N=C/c1c2ccccc2cc2ccccc12
→ -2.6	-2	-91	-4	-2	-7	-7	6	-79	8
> Cc1ccc(S(=O)(=O)N(C)C)cc1NC(=O)C(C)Sc1ccccc1 (stereo not given)
→ 0.4	-1	-4	-1	-7	11	0	-8	1	3
> Cc1ccc(S(=O)(=O)N2CCN(C(=O)COC(=O)CCCOc3ccccc3)CC2)c(C)c1
→ 1.0	3	-4	-2	4	3	3	0	-1	2
> Cc1cc(C)n(C(=O)c2ccc([N+](=O)[O-])cc2N)n1
→ 0.1	0	5	-6	3	10	-3	1	4	16
> O=C(C1=C(O)C(=O)N(c2ncccn2)C1c1ccc(F)cc1)c1ccco1 (stereo not given)
→ 0.5	-3	-84	6	-1	21	-2	2	-54	-1
> CCOc1ccc2oc(C(=O)Nc3cc(C)ccn3)c(C)c2c1
→ -1.1	2	-16	-4	-7	11	4	2	-13	3
> O=C(Cn1cccc1C(=O)c1ccccc1)NCc1ccccn1
→ 0.0	1	3	-7	-4	0	-2	9	3	2
> CCOC(=O)c1cc2cc([N+](=O)[O-])cc(OC)c2oc1=O
→ 0.1	1	-34	-9	-6	2	0	2	0	18
> COc1ccc(C(=O)OCC(=O)NC(=O)NC2CCCC2)cc1OC
→ 0.3	-1	0	-6	2	-2	2	-4	0	-12
> CC(C)(C)N1Cc2nnn(CC3CCCCC3)c2-c2cc(F)ccc2S1(=O)=O
→ 0.0	-3	0	-4	5	·	-3	6	2	·
> Cc1cc2ccccc2n1CCNC(=O)C1CC1
→ 0.1	-4	-27	-8	-9	4	-8	5	-24	3
> COc1ccc(Nc2cccc3ccccc23)cc1
→ -6.6	-20	-284	3	10	6	21*	8	-216	17
> COc1ccc(/C(O)=C2/C(=O)C(=O)N(CCCN3CCOCC3)C2c2ccc(C(C)C)cc2)cc1 (stereo not given)
→ 0.5	0	-7	0	-1	2	0	-4	-3	-1
> Nc1ccc(CNC(=O)c2cc3cc(Cl)ccc3nc2N)cc1
→ 2.2	-29	-31	7	-2	3	-3	5	-23	6
> Cc1ccc(NC(=O)CSc2nnc(-c3cccnc3)o2)c(C)c1
→ 0.5	-5	-7	-2	3	6	3	-6	0	-1
> Cc1ccnc(N/C=C(/NC(=O)c2ccccc2)C(=O)NN)n1
→ -0.2	-2	-6	-3	3	-12	-3	-5	2	0
> N#Cc1c(NC(=O)CSc2nnnn2C2CCCC2)sc2c1CCCC2
→ 0.3	4	0	-2	-4	7	0	6	10.0*	6
> CC(NC(=O)CN(C)Cc1ccc(Br)cc1)c1ccccc1 (stereo not given)
→ 0.2	0	-5	-7	4	-17	-2	2	-2	-3
> CC(=O)c1nnn(-c2ccc(F)cc2F)c1C
→ 0.5	0	-4	-1	-4	0	0	1	1	-2
> O=C(c1cccc(Cl)c1)N1CCN(CCCc2ccccc2)CC1
→ 0.3	1	2	2	-1	0	0	1	3	-7
> O=C(NC(=S)Nc1ccc(N2CCOCC2)cc1)c1cccs1
→ -0.1	2	-3	-1	0	-7	4	-7	5	7
> CCOc1ccc(NC(=O)CS(=O)CC(=O)Nc2cccnc2)cc1 (stereo not given)
→ 0.2	-1	-2	-1	-2	4	3	0	2	-5
> COc1ccccc1N1CCN(CC(O)COCCOc2ccc(Br)cc2)CC1 (stereo not given)
→ 0.4	-1	-1	3	-3	-1	4	0	0	-1

(cont.)
The line under a structure holds: proKLK7 act	ADAM17 inh	PLCb3 inh	MBD2 DNA inh	Tn7 DDE FP	ARFGAP1 inh	UHRF1 binding	DDE Tn6 FP inh	PLCg1 inh	ASAP1 inh
> CC(C)N(Cc1nc2ccccc2c(=O)[nH]1)C(=O)c1ccc(NC(=O)CSc2nnnn2C)cc1
→ 0.1	-3	0	2	2	2	-2	-6	0	8
> Cc1ccc(Cc2c(C3CCCCC3)nc3c4ccccc4ccn23)cc1
→ -2.4	-10	-25	-1	1	-4	13	-4	-11	-3
> CCOC(=O)N1CCC(NC(=O)c2ccc(N3CCC4(CC3)OCCO4)c([N+](=O)[O-])c2)CC1
→ -0.9	0	4	-3	1	-3	-2	4	-1	-13
> CCOc1ccc2[nH]cc(C(=O)NCCCN3CCOCC3)c(=O)c2c1
→ 0.6	-11	-7	-1	-4	7	0	4	0	-3
> CN(CC(=O)O)S(=O)(=O)c1ccc(F)cc1
→ 0.0	0	2	-4	-1	-5	-2	-3	3	-9
> O=C(N/N=C/c1ccccc1F)c1cccc(NC(=O)c2ccccc2Cl)c1
→ 0.2	3	-2	-2	1	-2	-3	-7	6	17
> CCOC(=O)CSc1nnc(CCc2nc3ccccc3[nH]2)n1C
→ 0.5	-6	2	-4	-2	12	0	5	0	-2
> Cc1ccc(NC2(C(N)=O)CCCC2)cc1
→ 0.5	-4	4	-2	11	-1	1	5	1	-6
> CC(NC(=O)CCC(=O)N1CCN(S(=O)(=O)c2ccc(Cl)cc2)CC1)c1ccccc1 (stereo not given)
→ -0.1	1	3	-1	1	7	-1	4	0	4
> CCCc1cc(=O)oc2cc(C)cc(OCC(=O)Nc3ccc(CN4CCOCC4)cc3)c12
→ -2.0	-65	-142	-1	1	-1	-3	-2	-93	6

Bioassay records from PubChem BioAssay.
